# Screens (PubChem BioAssay)
# H37Rv inhibition = M. tuberculosis growth inhibition, HTS (AID 449762). M. tuberculosis H37Rv growth inhibition, 7H9 media; higher % means a stronger effect. inhibition, % at 25 µM, or IC50 in µM where a hit was titrated. 330,000 tested, 0.59% active; in the data active = a potency from the dose series; inconclusive = inhibition above about 70% without an active follow-up result;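 also: bacterial growth assessed after seven days of incubation; strong numbers were not always called active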
# inhibitors of VEEV = inhibitors of VEEV TC-83 cytopathic effect, confirmation, Vero cells (AID 588727). Vero cells, VEEV TC-83 cytopathic effect inhibition; higher % means a stronger effect. 350,000 tested, 0.13% active. one-dose inhibition, % at 20 µM; IC50 in µM for titrated hits; in the data active = a potency from the dose series; inconclusive = inhibition mostly from about 14% at the one dose, without a potency; inactive = the rest, 99 in 100 with inhibition below about 12%; also: strong numbers were not always called active
# influenza NS1A = NS1A inhibition, H1N1 influenza, cell based functional assay (AID 504329); NS1A functional cell-based assay, percent inhibition; higher % means a stronger effect; one-dose inhibition, % at 12.5 µM; IC50 in µM for titrated hits; 340,000 tested, 0.3% active; in the data active = a potency from the dose series; inconclusive = inhibition above about 27% without an active follow-up result; also: strong numbers were not always called active
# tuberculosis growth = growth inhibition of non-replicating M. tuberculosis (AID 488890); Mycobacterium tuberculosis non-replicating, growth inhibition; higher % means a stronger effect; inhibition, % at 25 µM, or IC50 in µM where a hit was titrated; 320,000 tested, 0.39% active; in the data active = a potency from the dose series; inconclusive = inhibition mostly from about 82% at the one dose, without a potency; inactive = the rest, 99 in 100 with inhibition below about 76%;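 also: plate controls were DMSO cells for no effect and high antibiotic wells for full effect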
# PhoP GFP inhibition = Inhibition of PhoP regulon, Salmonella typhi GFP reporter cells, confirmation, 4 h (AID 1850) | one-dose inhibition, % at 50 µM; IC50 in µM for titrated hits | Salmonella Typhi PhoP-promoter GFP reporter, fluorescence, 4 h; higher % means a stronger effect | 310,000 tested, 0.33% active; in the data active = a potency from the dose series; inconclusive = inhibition mostly from about 25% at the one dose, without a potency; inactive = the rest, 99 in 100 with inhibition below about 19%;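 also: 0% = induced wells with vehicle and 100% = uninduced wells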
# inhibitors of VEEV 10K pilot screen = second read-out of inhibitors of VEEV, no call of its own (marks repeat the call); inhibition, %; measured here: 10K pilot screen inhibition
# Numbers without * were called inactive; i = inactive; ? = inconclusive; . = not tested or not shown; & = joins results of further samples.
SMILES,H37Rv inhibition,inhibitors of VEEV,influenza NS1A,tuberculosis growth,PhoP GFP inhibition,others
CCOc1ccc(NC(=O)c2sc3nc(C)nc(N4CCOCC4)c3c2C)cc1,35.5µM*,11.6%,-2.4%,54.6%,-0.5%,
O=C(Nc1cnccn1)Nc1cccc(Cl)c1Cl,-2.9%,i,3.4%,-0.8%,-8.6%,
O=C(Nc1ccncc1)Nc1ccc(Cl)cc1Cl,6.4%,2.1%,12.9%,41.1%,2.6%,
Cc1[nH]c2ccccc2c1SCC(=O)N1CCOCC1,-1.6%,i,29.7%,-34.1%,9.3%,inhibitors of VEEV 10K pilot screen=0.1
O=S(=O)(c1ccc(Cl)cc1)N1CCN(C(=S)Nc2ccccc2F)CC1,-6.9%,59.9%,-9.6%,5.0%,19.6%,
O=C(NCCCn1ccnc1)/C(=C/c1cccs1)NC(=O)c1ccco1,3.2%,0.4%,5.5%,-7.5%,1.6%,
CCN1CCN(C(c2cccnc2)c2c(NC(=O)c3ccco3)sc(C)c2C)CC1 (configuration not stated),0.7%,i,-4.2%,22.9%,.,
O=C(NNS(=O)(=O)c1ccc2ccccc2c1)C1CCN(Cc2ccccc2)CC1,10.4%,5.1%,1.2%,1.7%,5.0%,
CCOC(=O)C1=C(C)NC(SCC(N)=O)=C(C#N)C1c1cccs1 (configuration not stated),-3.0%,5.7%,-0.5%,5.1%,-3.9%,
CCOC(=O)Cc1nc(-c2cccc(C(F)(F)F)c2)no1,21.2%,0.7%,-4.5%,37.6%,7.0%,
Cc1cc(C)nc(N2C(=O)CC(C(=O)O)NC2=NCCc2c[nH]c3ccccc23)n1 (configuration not stated),-8.0%,i,6.8%,-4.8%,-1.3%,
C/C(=N\NC(=O)c1ccncc1)c1c(O)n(-c2ccccc2)c(=O)[nH]c1=O,53.8%,1.3%,.,55.1%,3.7%,
CCN1CCN(c2ccc(S(=O)(=O)N3CCCCC3)cc2NC(=O)/C=C/c2ccc([N+](=O)[O-])cc2)CC1,67.1%,0.6%,13.3%,58.9%,18.7%,
COc1nc(Oc2ccc(=O)n(C)n2)nc(N(C)C)n1,-1.0%,0.4%,-18.1%,-3.7%,-0.6%,
Fc1ccc(Nc2nc(N3CCOCC3)c3ccccc3n2)cc1,0.1%,10.0%,4.8%,8.5%,2.0%,
Brc1ccc(-c2nnc(-c3ccco3)o2)cc1,51.7%,2.0%,-16.7%,9.1%,7.5%,
CN(C)C=NC(=O)c1cc(C(=O)c2ccccc2)c[nH]1,-6.8%,i,8.6%,-7.3%,7.1%,inhibitors of VEEV 10K pilot screen=0.4
CCCSc1nnc(NC(=O)Nc2ccc(C)cc2)s1,12.2%,1.5%,.,5.5%,-5.7%,
O=C(Nc1ccc2c(c1)OCO2)NC1CCN(Cc2ccccc2)CC1,-6.5%,5.8%,-4.1%,8.0%,-0.2%,
COc1ccc(CN(C)CC(=O)Nc2cccc3ccccc23)cc1F,-2.8%,i,9.2%,24.1%,8.6%,
Cc1ccc(C)c(S(=O)(=O)N2CCCOC2CNC(=O)C(=O)NCc2ccccc2)c1 (configuration not stated),-22.8%,i,-15.7%,10.8%,0.2%,
O=C(Cc1cccs1)NCCN1CCOCC1,-5.7%,2.4%,-6.2%,5.0%,-8.9%,
CCOc1ccc(Oc2ccc(C(F)(F)F)cc2NC(=O)C2=COCCO2)cc1,2.6%,2.7%,4.6%,0.8%,.,
Cc1ccc(C)c(NC(=O)CC2Sc3ccccc3NC2=O)c1 (configuration not stated),.,0.2%,0.5%,.,.,
CC(C)(C)C1CCc2onc(C(=O)NCc3ccc(F)cc3)c2C1 (configuration not stated),-7.8%,i,5.9%,15.4%,-5.1%,
Cc1ccc(OCc2nc(-c3cccs3)no2)c([N+](=O)[O-])c1,2.7%,3.0%,-2.4%,22.8%,6.9%,
Cc1ccc(-n2c(C)cc(/C=N/NC(N)=S)c2C)cc1,12.7µM*,5.5%,-0.9%,?,-3.1%,
CC(C)(C)c1cc(N)n2nc(C(C)(C)C)cc2n1,0.3%,1.9%,7.6%,1.4%,3.0%,
O=C(NCc1ccccc1C(F)(F)F)c1cccc2c1C(=O)c1ccc(N3CCCCC3)cc1S2(=O)=O,5.8%,1.0%,-0.3%,7.3%,.,
CCOC(=O)C1CCCN(C(=O)Cn2nc(CC)n3c(cc4sccc43)c2=O)C1 (configuration not stated),-0.6%,0.7%,-6.8%,-3.3%,1.5%,

# Overlap with the part before: 2 compounds, then new ones.
SMILES,H37Rv inhibition,inhibitors of VEEV,influenza NS1A,tuberculosis growth,PhoP GFP inhibition,others
O=C(NCc1ccccc1C(F)(F)F)c1cccc2c1C(=O)c1ccc(N3CCCCC3)cc1S2(=O)=O,5.8%,1.0%,-0.3%,7.3%,.,
CCOC(=O)C1CCCN(C(=O)Cn2nc(CC)n3c(cc4sccc43)c2=O)C1 (configuration not stated),-0.6%,0.7%,-6.8%,-3.3%,1.5%,
CN(Cc1cnc2nc(N)nc(N)c2n1)c1ccc(C(=O)N[C@@H](CCC(=O)O)C(=O)O)cc1,-3.4%&-8.6%,8.5%&5.8%,-2.3%&4.7%,-10.7%&-13.0%,-0.4%&-11.2%,
Cc1ccc(-n2c(-c3ccncc3)n[nH]c2=S)c(C)c1,-1.9%,0.8%,-0.6%,-15.6%,-0.4%,
Cc1ccc(SCCC(=O)NCc2ccncc2)cc1,7.7%,i,-2.7%,14.6%,2.0%,
N#Cc1c(N)sc(=S)c2c1CCN(Cc1ccccc1)C2,-3.5%,.,.,-14.3%,-5.0%,
Cc1cccc(C)c1NC(=O)C1(NC(=O)Cn2cccc([N+](=O)[O-])c2=O)CCCCC1,2.4%,0.6%,-0.5%,-8.5%,-0.5%,
CCOc1ccc(S(=O)(=O)N/N=C(\C)c2ccc(OC)cc2OC)cc1,-1.2%,1.4%,1.7%,-15.4%,6.5%,
N#Cc1cc2nc(O)c(O)nc2cc1[N+](=O)[O-],-0.3%,1.5%,-1.1%,1.7%,1.3%,
CC(C)C(=O)N1CCN(c2ccccc2NC(=O)c2cccc(Cl)c2)CC1,-0.7%,8.9%,-0.5%,26.1%,0.1%,
COc1ccc(C(=O)NC(C)CCc2ccccc2)cc1[N+](=O)[O-] (configuration not stated),0.2%,i,-28.6%,13.7%,-3.1%,
COC(=O)CSc1[nH]c2ccc(F)cc2c1[N+](=O)[O-],?,i,1.4%,?,-24.2%,
O=S(=O)(c1cccs1)N1CCc2ccccc2C1,-8.9%,0.6%,5.3%,18.5%,-0.7%,
COc1ccc(Cc2nnc(NC(=O)Nc3ccccc3OC)s2)cc1,3.1%,1.6%,3.8%,-19.9%,-3.5%,
Cc1cccc(N(C(=O)CCC(=O)Nc2nccs2)C(C(=O)NC(C)(C)C)c2ccc(O)cc2)c1 (configuration not stated),2.9%,9.3%,-6.4%,7.7%,5.4%,
OC(COCc1ccccc1)CN1CCc2ccccc2C1 (configuration not stated),1.4%,0.1%,7.3%,0.4%,0.3%,
O=C(N/C(=C\c1cccnc1)C(=O)N1CCOCC1)c1ccco1,-3.9%,0.6%,0.2%,3.1%,-1.9%,
N#Cc1ccccc1Cn1cc(C(=O)c2ccccc2F)c2ccccc21,-4.9%,0.8%,0.0%,20.2%,5.7%,
CCOc1ncccc1C(=O)OCC(=O)Nc1ccc(Cl)cn1,-0.3%,1.0%,1.0%,13.4%,.,
Cc1cc(C)c(S(=O)(=O)N2CCN(C(=O)c3c(C)nn(-c4ccccc4)c3Cl)CC2)c(C)c1,.,8.4%,1.7%,.,.,
COc1ccc(C(CC(=O)O)NC(=O)Cc2ccccc2)cc1 (configuration not stated),2.4%,1.8%,-0.3%,-5.6%,10.8%,
C=C(C)Cn1c(NCCC)nc2c1c(=O)n(C)c(=O)n2C,-5.3%,0.6%,26.4%,0.9%,-12.4%,
O=C(CCn1ccnc1)Nc1ccc2ccccc2c1,36.7%,0.5%,1.9%,8.3%,-5.0%,
C=CCNC(=S)NNc1nc(N2CCCC2)nc(N2CCCC2)n1,5.2%,0.7%,-0.4%,-4.9%,-0.6%,
CC(=O)Nc1sc(N/N=C\c2ccco2)nc1-c1cccs1,3.2%,i,16.2%,-6.2%,-9.4%,inhibitors of VEEV 10K pilot screen=1.5
O=[N+]([O-])c1ccc(/C=N/NS(=O)(=O)c2ccc(Cl)cc2)o1,?,2.8%,11.8%,i,-5.1%,
CN(C)CCn1c2c(c(SCC(=O)Nc3nccs3)nc1=O)CCCC2,-7.7%,i,-0.8%,-6.4%,5.7%,
Cc1ccc(COc2ccc(/C=N/O)cc2)cc1,2.0%,2.0%,-0.4%,38.1%,4.0%,
CCC(CC)C(=O)NCCc1ccc(F)cc1,-8.7%,0.3%,0.6%,-0.6%,-2.3%,
Cc1ccc(S(=O)(=O)c2ccc(Cl)cc2)cc1S(=O)(=O)N1CCN(C)CC1,0.3%,1.3%,7.0%,0.0%,1.1%,
CCC(C)(C)n1nnnc1C(C(C)C)N1CCN(C)CC1 (configuration not stated),3.0%,1.3%,1.3%,-0.3%,-1.9%,
Cc1n[nH]c(=O)nc1N/N=C/c1cccs1,?,0.8%,12.4%,?,-8.6%,

# Quoted at random: 6 compounds from above.
SMILES,H37Rv inhibition,inhibitors of VEEV,influenza NS1A,tuberculosis growth,PhoP GFP inhibition,others
CCOc1ccc(NC(=O)c2sc3nc(C)nc(N4CCOCC4)c3c2C)cc1,35.5µM*,11.6%,-2.4%,54.6%,-0.5%,
Cc1cc(C)nc(N2C(=O)CC(C(=O)O)NC2=NCCc2c[nH]c3ccccc23)n1 (configuration not stated),-8.0%,i,6.8%,-4.8%,-1.3%,
CCN1CCN(C(c2cccnc2)c2c(NC(=O)c3ccco3)sc(C)c2C)CC1 (configuration not stated),0.7%,i,-4.2%,22.9%,.,
CC(C)(C)c1cc(N)n2nc(C(C)(C)C)cc2n1,0.3%,1.9%,7.6%,1.4%,3.0%,
O=[N+]([O-])c1ccc(/C=N/NS(=O)(=O)c2ccc(Cl)cc2)o1,?,2.8%,11.8%,i,-5.1%,
O=C(NCc1ccccc1C(F)(F)F)c1cccc2c1C(=O)c1ccc(N3CCCCC3)cc1S2(=O)=O,5.8%,1.0%,-0.3%,7.3%,.,

# Later entries.
SMILES,H37Rv inhibition,inhibitors of VEEV,influenza NS1A,tuberculosis growth,PhoP GFP inhibition,others
C=CCSc1nc2c(c(=O)[nH]1)C(C(C)C)C(C#N)=C(N)O2 (configuration not stated),-6.0%,0.9%,-5.0%,11.7%,7.5%,
Cc1cc2c(SCC(=O)NCC3CCCO3)ncnc2s1 (configuration not stated),.,i,7.9%,.,.,
CSc1nnnn1-c1ccc(C)c(Cl)c1,1.6%,1.5%,0.1%,34.2%,10.3%,inhibitors of VEEV 10K pilot screen=0.2
Cc1c(Cl)cccc1NC(=O)Cn1nnc(C(=O)NCc2cccs2)c1N,0.7%,i,-6.2%,-0.7%,-1.6%,
Clc1ccc(-c2nnc(-c3ccccc3)o2)cn1,1.1%,0.7%,-20.4%,73.9%,4.8%,
O=C(c1cc(-c2cccnc2)nc2ccc(Cl)cc12)N1CCC2(CC1)OCCO2,5.3%,6.4%,-26.6%,12.5%,8.9%,
Cc1ccc(OCc2nnc(SCC(=O)NC3CCCCC3)n2C)cc1,1.4%,0.7%,-2.4%,1.8%,-0.4%,
COc1ccc(-c2ccc(-c3noc(C(C)C)n3)c(OC)n2)cc1,10.7µM*,4.7%,-3.2%,34.1%,3.4%,
COc1cccc(N(CC(=O)NCC2CCCO2)C(=O)CCC(=O)Nc2nccs2)c1 (configuration not stated),-0.1%,6.6%,-15.8%,8.5%,-11.2%,
CCCCN1CCC(O)(c2ccccc2)C(C(=O)c2ccccc2)C1 (configuration not stated),?,3.0%,-2.9%,4.86µM*,-22.8%,
CC(=O)Nc1c2c(nn1-c1ccc(C)cc1)CSC2,-7.6%,i,0.2%,1.6%,-6.2%,
O=C(C1=C(O)C(=O)N(CCc2ccccc2)C1c1cccnc1)c1ccco1 (configuration not stated),-11.7%,0.0%,5.5%,7.0%,-2.3%,
CCCCN(CC)CCCNC(=O)C1CCN(c2ncnc3c2sc2cccc(F)c23)CC1,-5.8%,5.6%,4.7%,-3.4%,7.8%,
CCCN(CCC)S(=O)(=O)c1ccc(NC(=O)c2cc(C(=O)OC)cc([N+](=O)[O-])c2)cc1,2.0%,i,2.2%,27.1%,-4.4%,
O=C1CSC(c2ccccn2)N1c1ccccc1 (configuration not stated),-7.9%,1.7%,1.1%,0.2%,-8.4%,
O=C(CN1CCN(Cc2ccccc2Cl)CC1)N/N=C/c1cccs1,-1.0%,i,.,-4.5%,0.2%,
Cc1ccc(C(=O)Nc2nc(-c3ccccc3)c(-c3ccccc3)o2)cc1,?,i,2.3%,?,-7.8%,
CCC(=O)c1ccc(OCC(O)CNCc2ccc(F)cc2)cc1 (configuration not stated),3.6%,1.2%,-5.8%,44.8%,4.4%,
